Assay outcomes (PubChem BioAssay)
TrxR1 substrate: qHTS Assay for Substrates of Mammalian Selenoprotein Thioredoxin Reductase 1 (TrxR1): qHTS | Thioredoxin reductase 1, cytoplasmic (Rattus norvegicus), O89049 | purified TrxR1 substrate turnover, NADPH consumption readout | Potency, µM (highest dose often 114 µM), for the others: at the top dose activity change, negative = substrate turnover | actives 0.01% (n = 390,000) | AID 588456, 2011; further: on the % scale 0 is the no-effect control and ±100 the full control effect; nearly all actives have a fitted effect of over 50% in size
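Rat TrxR1, dispensed at 90 nM, was prereduced with 400 uM NADPH (final) for 5 min at ~22 deg C, then incubated with compound 15 min before 400 uM selenite. A first-read NADPH fluorescence drop versus no-compound background flagged substrates.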
Vif-A3F inh: qHTS for Inhibitors of Vif-A3F Interactions: qHTS | HeLa A3F-eYFP + Vif (tagged APOBEC3F with the HIV-1 protein that degrades it), YFP fluorescence increase | Potency, µM (highest dose often 46.1 µM), inactives show at the highest dose activity, negative = active | actives 0.2% (n = 390,000) | AID 602313, 2012; further: % of control where 0% means no effect; nearly all actives have a fitted effect of over 65% in size
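HeLa cells stably expressing Vif plus C-terminally eYFP-tagged A3F were seeded, incubated overnight at 37 deg C, dosed with compound, incubated overnight again at 37 deg C. Yellow fluorescence (Ex 488/Em 500-530) reported blocked Vif-mediated A3F-eYFP degradation.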
RXFP1 ag: qHTS Assay for Agonists of the Relaxin Receptor RXFP1. Potency, µM (highest dose often 57.5 µM), for inactives: at the highest dose activation, actives largely listed as activators. actives 0.3% (n = 370,000). Relaxin receptor 1 (Homo sapiens), Q9HBX9. HEK293T-RXFP1 cAMP TR-FRET, 30 min; response scale: percent of porcine relaxin response, buffer zero. AID 2676, 2010; further: on the % scale 0 is the no-effect control and ±100 the full control effect; nearly all actives have a fitted effect of over 60% in size; many of its hits are not listed in these tables
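cAMP rise read by TR-FRET after 30 min, 37C compound exposure (up to 58 uM) in RXFP1-transfected HEK293 cells with Ro 20174 present. EC50 from Hill-equation fits, with 29 nM porcine relaxin as 100% and buffer as basal.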
IDH1 R132H inh: qHTS for Inhibitors of mutant isocitrate dehydrogenase 1 (IDH1): qHTS; Potency, µM (top dose mostly 76.6 µM), inactives show at the top dose activity change, negative = inhibition, hits mostly inhibitors; IDH1-R132H enzyme, NADPH consumption, diaphorase/resazurin fluorescence; actives 0.093% (n = 390,000); Isocitrate dehydrogenase [NADP] cytoplasmic (Homo sapiens), O75874; further: on the % scale 0 is the no-effect control and ±100 the full control effect; nearly all actives have a fitted effect of over 65% in size
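IDH1-R132H (0.5 ug/mL dispensed) in pH 7.5 Tris buffer was preincubated 30 min with compound, then given a substrate mix of 0.016 mM NADPH and 2 mM alpha-KG for 80 min at room temperature; remaining NADPH was read by diaphorase/resazurin fluorescence.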
ALOX12 inh: Primary qHTS assay for inhibitors of human arachidonate 12S-lipoxygenase (ALOX12): Round 2. actives 1.1% (n = 580,000). Polyunsaturated fatty acid lipoxygenase ALOX12 (Homo sapiens), P18054. AID 1671190, 2021. Potency, µM (series often up to 108 µM), for the others: at the highest dose activity change, negative = inhibition, actives largely listed as inhibitors. purified 12hLO, xylenol orange hydroperoxide absorbance; further: on the % scale 0 is the no-effect control and ±100 the full control effect
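Hydroperoxide product was detected by ferrous iron/xylenol orange as the 573 to 405 nm absorbance ratio. Arachidonic acid at 40 uM (final) was turned over for 30 min at room temperature by 150 nM human 12hLO, pH 7.0 Hepes buffer, after 15 min compound preincubation.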
RGS4 inh: Inhibitors of Regulator of G Protein Signaling (RGS) 4: qHTS | Potency, µM (highest dose often 114 µM), for inactives: at the top dose activity change, negative = inhibition, actives largely listed as inhibitors | actives 0.039% (n = 390,000) | Transcreener GDP fluorescence polarization, RGS4-accelerated GTP hydrolysis | Regulator of G-protein signaling 4 (Homo sapiens), P49798; further: on the % scale 0 is the no-effect control and ±100 the full control effect; nearly all actives have a fitted effect of over 75% in size; some results filed as inactive show a strong effect at the top dose
Target sequence (P49798 whole entry, looked up): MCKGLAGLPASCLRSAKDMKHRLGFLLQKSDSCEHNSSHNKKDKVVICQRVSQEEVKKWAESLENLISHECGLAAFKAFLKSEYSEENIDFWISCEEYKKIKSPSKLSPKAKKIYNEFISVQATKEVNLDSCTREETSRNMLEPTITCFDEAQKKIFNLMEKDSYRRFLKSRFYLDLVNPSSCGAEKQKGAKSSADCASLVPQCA
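MLSMR compounds (23 nl, pin-transferred) preincubated 10 min at room temperature with a 500nM (2x) first reagent, then RGS4 at 900nM (2x) plus Transcreener GDP mix added; fluorescence polarization (620/688 nm) read before and after 90 min at 30 °C.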
rTrxR1 inhibitor: qHTS Assay for Inhibitors of Mammalian Selenoprotein Thioredoxin Reductase 1 (TrxR1): qHTS. Thioredoxin reductase 1, cytoplasmic (Rattus norvegicus), O89049. Potency, µM (doses to about 114 µM), for the others: at the highest dose activity change, negative = inhibition, usual class: inhibitors. actives 1% (n = 390,000). AID 588453, 2011. recombinant rTrxR1, NADPH fluorescence consumption, selenite substrate; further: on the % scale 0 is the no-effect control and ±100 the full control effect; nearly all actives have a fitted effect of over 65% in size
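Rat TrxR1 (90 nM in the dispensed reagent) was pre-reduced with 400 uM NADPH for 5 min at room temperature, then incubated with compound for 15 min. After 400 uM selenite was added, NADPH fluorescence (Ex 340/Em 450 nm) was followed for 8 min.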
USP1-UAF1 inh: Inhibitors of USP1/UAF1: Primary Screen. Ubiquitin carboxyl-terminal hydrolase 1 (Homo sapiens), O94782. recombinant USP1/UAF1, Ub-Rhodamine cleavage fluorescence. Potency, µM (highest dose often 57.1 µM), for inactives: at the top dose activity change, negative = inhibition, usual class: inhibitors. actives 0.23% (n = 390,000). AID 743255, 2014; further: on the % scale 0 is the no-effect control and ±100 the full control effect; nearly all actives have a fitted effect of over 60% in size; inactives centre near -12
Target sequence (O94782 whole entry, looked up): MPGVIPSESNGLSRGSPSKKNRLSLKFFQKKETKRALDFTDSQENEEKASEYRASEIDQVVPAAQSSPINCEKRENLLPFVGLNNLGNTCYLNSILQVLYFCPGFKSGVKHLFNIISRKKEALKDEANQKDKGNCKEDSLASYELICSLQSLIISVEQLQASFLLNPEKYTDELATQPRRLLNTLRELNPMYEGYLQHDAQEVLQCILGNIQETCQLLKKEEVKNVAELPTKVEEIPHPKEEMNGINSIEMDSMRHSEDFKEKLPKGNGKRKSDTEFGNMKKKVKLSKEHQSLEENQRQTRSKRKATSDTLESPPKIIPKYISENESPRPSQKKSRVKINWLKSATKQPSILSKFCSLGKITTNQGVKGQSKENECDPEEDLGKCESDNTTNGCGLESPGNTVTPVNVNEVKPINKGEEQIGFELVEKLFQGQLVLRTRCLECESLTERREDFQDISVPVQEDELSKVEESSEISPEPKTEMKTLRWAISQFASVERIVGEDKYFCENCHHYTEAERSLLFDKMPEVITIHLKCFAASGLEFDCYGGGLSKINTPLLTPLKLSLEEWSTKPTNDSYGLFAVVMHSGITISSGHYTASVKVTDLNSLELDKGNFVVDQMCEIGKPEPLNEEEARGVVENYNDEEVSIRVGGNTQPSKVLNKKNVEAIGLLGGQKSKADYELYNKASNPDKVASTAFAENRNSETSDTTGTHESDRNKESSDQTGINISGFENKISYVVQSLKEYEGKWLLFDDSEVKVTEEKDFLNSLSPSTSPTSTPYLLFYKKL
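USP1/UAF1 complex (1 nM) preincubated 15 min at room temperature with compound, then Ub-Rho substrate (150 nM final) added. Kinetic fluorescence at 480/540 nm over 6 reads at 60 s intervals; 50 mM HEPES pH 7.8, 0.5 mM EDTA, 0.1 mg/ml BSA, 1 mM TCEP, 0.01% Tween-20.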
Vif-A3G inh: qHTS for Inhibitors of Vif-A3G Interactions: qHTS; HeLa A3G-eYFP + Vif (tagged APOBEC3G with the HIV-1 protein that degrades it), YFP fluorescence, overnight; actives 0.076% (n = 410,000); Potency, µM (series often up to 46.1 µM), for inactives: at the top dose activity, negative = active, hits mostly inhibitors;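 further: on the % scale 0 is the no-effect control and ±100 the full control effect; nearly all actives have a fitted effect of over 60% in size; hits raise eYFP signal because A3G escapes Vif-driven loss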
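HeLa cells stably expressing Vif and C-terminally eYFP-tagged A3G, seeded overnight at 37 deg C, then exposed to compound by pintool overnight at 37 deg C. Rise in yellow fluorescence (Ex 488/Em 500-530, Acumen) marks blocked Vif-driven A3G degradation.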
* marks the source's active call; other numbers are inactive results; i = inactive; u = inconclusive; x = not tested or not shown; & = joins results of further samples; [ ] = dose if it differs, or a comment. The call rests on the fitted dose curve; in most records, active means well fitted curve in the direction sought with a large enough effect; inconclusive means small, poorly fitted or top-dose-only effect, or another doubt; inactive means no such curve, though single readings can be large; an effect the other way counts as inactive or inconclusive. Potency means the concentration at half of the fitted maximal effect. Only part of the results is shown (hit frequency here may not be typical).

SMILES | TrxR1 substrate | Vif-A3F inh | RXFP1 ag | IDH1 R132H inh | ALOX12 inh | RGS4 inh | rTrxR1 inhibitor | USP1-UAF1 inh | Vif-A3G inh
CCCCC(=O)N/C(N)=N/c1nc2ccccc2o1 | 2.8% | 0.8% | 2.0% | 0.0% | i | -17.3% | 19.7% | -22.4% | 5.7%
CC(CCc1ccccc1)NC(=O)C1CCN(c2nnc(-n3cccc3)s2)CC1 (stereo not given) | 7.5% | 5.5% | -0.9% | 10.8% | 36.4%[activator] | -15.3% | 18.1% | -24.7% | 2.4%
COC1(C2=NCCN2)COc2ccccc2O1 (stereo not given) | 0.7%[57.1 µM] | 0.5% | 1.5% | -0.3% | -17.7% | 1.3%[56.9 µM] | -2.5%[57.1 µM] | 12.3% | 0.0%
COc1ccccc1NS(=O)(=O)c1cccc(C(=O)NCC(C)(C)N2CCOCC2)c1 | 3.2% | -0.9% | -1.1% | 15.0% | -9.8% | -9.4% | 6.4% | -16.0% | -0.2%
CCN(CCCNC(=O)CN(C)S(=O)(=O)c1cccc2nsnc12)c1ccccc1 | 11.6%[57.1 µM] | 6.8% | -2.1% | 2.8% | 2.0% | -2.8%[11.4 µM] | 23.9%[57.1 µM] | -16.2% | 3.1%
CCOc1ccc(S(=O)(=O)Nc2ccc(C(=O)NCC3CCCO3)cc2)cc1 (stereo not given) | -5.0% | 2.5% | 0.5% | 2.3% | 0.7% | 4.2% | -1.8% | -8.2% | -6.0%
C=CC[C@]12C=C(OC)C(=O)C(OC)=C1O[C@@H](c1ccc3c(c1)OCO3)[C@H]2C | -6.0% | -3.1% | x | -1.8% | -7.4% | -24.8% | -11.4% | -25.0% | 4.9%
Cc1ccc(NC(=O)COC(=O)CCC2CCCC2)c(Br)c1 | -16.7% | 2.1% | 0.8% | 1.4% | 2.0% | -9.1% | -10.1% | -14.6% | -0.4%
CC1CCN(CCCOc2ccc(OCc3ccccc3)cc2)CC1 | -0.1% | -8.4% | 0.7% | 1.9% | u | -22.5% | 0.7% | -19.7% | 4.1%
Nc1cc(Cl)nc(N/N=C/c2c(O)ccc3ccccc23)n1 | 7.9%[57.1 µM] | -28.3% | 2.6% | 17.5% | 5.4% | -0.1% | 3.0%[57.1 µM] | -12.3% | -20.1%
Cc1nnc(SCC(=O)NCCC2=CCCCC2)[nH]c1=O | 2.0% | 2.0% | x | 1.7% | u | -24.6% | 10.9% | -6.8% | -2.4%
COC(=O)c1ccc(NC(=S)NCCCn2ccnc2)cc1 | 0.2% | -29.5% | 2.7% | -1.2% | -7.9% | -5.6% | -5.2% | -20.6% | -0.2%
CC(C)C(C)(C#N)NC(=O)CSc1nc2scc(-c3ccc(F)cc3)c2c(=O)n1Cc1ccccc1 (stereo not given) | -4.7% | -11.6% | 0.6% | -12.9% | 11.0% | -29.4% | -18.1% | -24.8% | -3.0%
Cc1cccc(Nc2nc(C)cc(C)c2C#N)c1 | 11.9% | 1.2% | -3.5% | -1.3% | 6.2% | -15.5% | 31.1% | -21.9% | -7.2%
CC(NC(=O)c1ccc(N2CCNCC2)c([N+](=O)[O-])c1)C12CC3CC(CC(C3)C1)C2 (stereo not given) | 6.5% | 0.3% | 2.3% | 4.9% | x | 17.5% | 18.0%[57.1 µM] | 3.2% | 1.8%
Cc1ccc(O)c(Cn2nnc3ccccc32)c1 | 2.8% | -4.0% | 0.5% | 7.4% | -23.9% | 4.4% | 10.8% | -26.9% | 0.6%
CCc1ccc(-c2nc(CS(=O)CC(=O)NCc3ccco3)c(C)o2)cc1 (stereo not given) | 1.0% | 4.7% | 1.1% | 1.5% | u | -21.7%[56.9 µM] | u | u | -5.9%
Cc1ccc(CNc2nc(C)cs2)cc1 | 14.4% | -27.3% | 1.4% | 0.0% | -12.2% | 3.8% | 36.5%[activator] | -16.3% | -3.6%
Cc1ccccc1CSCc1ccc(C(=O)NCCCN2CCOCC2)o1 | 5.0% | -0.5% | 0.6% | 11.0% | 8.4% | 0.8% | 11.4% | -18.4% | 0.4%
O=C(O)c1ccc2c(=O)n(-c3ccccc3)c(=S)[nH]c2c1 | 7.9% | 2.9% | -1.4% | 0.0% | -24.2% | -18.5% | -13.4% | -4.9% | 0.0%
CC(=O)Nc1ccc(OCC(=O)N(CC(C)C)C2CCS(=O)(=O)C2)cc1 (stereo not given) | -1.3% | 1.2% | 1.8% | -1.5% | -2.2% | -1.6% | 2.5%[57.1 µM] | -14.1% | 0.5%
O=C(c1ccc2c(c1)OCCO2)N(Cc1cccnc1)c1nc2ccc(Cl)cc2s1 | -2.4%[57.1 µM] | -10.1% | 0.9% | -2.8% | -12.9% | 13.2% | 4.5%[57.1 µM] | 4.4% | 0.0%
Cc1ccc(C(=O)N(CCN(C)C)CC2CCCN(Cc3ccccc3F)C2)cc1C (stereo not given) | 7.7%[57.1 µM] | -13.9% | -5.7% | -11.5% | -3.2% | 1.5% | 13.3%[57.1 µM] | -16.1% | 5.0%
Cc1cc(C)cc(NC(=O)CCNS(=O)(=O)c2ccc3c(c2)oc(=O)n3C)c1 | 3.5% | -3.4% | -0.2% | 2.6% | 3.1% | -19.7% | 8.5% | -14.6% | 0.6%
O=C(CSc1nnc2ccccn12)NC(=O)NC1CCCCC1 | -3.4% | -6.0% | 5.6% | 14.0% | 13.0% | 4.5% | 1.0% | -23.8% | 3.2%
Cc1ccc(OCC(=O)N(Cc2ccc(Cl)cc2)CC2CCCO2)cc1C (stereo not given) | 0.0% | 6.3% | -0.2% | 0.2% | u | -12.2% | 19.0% | -7.1% | -1.0%
O=C(NC(=S)NCc1ccccc1)c1cccnc1 | -1.1%[57.1 µM] | -0.2% | 0.4% | -8.0% | -15.0% | 17.6% | 4.2%[57.1 µM] | -22.6% | -5.5%
CC1(C)Cc2nc(N)c(=O)sc2C1 | 4.1% | -10.9% | 0.8% | -3.1% | -15.1% | -18.9% | 7.0% | u | 1.6%
Cc1ccc(CN2CCC(CNS(=O)(=O)c3ccc(-c4ccc(=O)[nH]n4)s3)CC2)cc1 | -7.4% | 4.0% | -4.2% | -17.5% | -6.1% | -18.3%[56.9 µM] | -11.0% | -13.1% | 0.5%
CCN1CCN(CC(=O)Nc2cc(F)ccc2C)CC1 | 4.0% | -8.0% | 2.1% | -2.9% | -17.3% | 0.4%[11.4 µM] | -6.4% | 14.3% | -3.8%
CCCCCCNC(=O)N1C/C=C\C(c2ccc(OC)cc2)N(Cc2ccc(F)cc2)C(=O)C1 (stereo not given) | -9.0%&-1.6% | 3.3% | -0.2% | 9.5% | u | 14.2%&-14.7% | -3.9%&15.7% | -16.4% | -5.1%&0.1%
O=C(Nn1c(-c2ccc(Cl)cc2)nc2ccccc2c1=O)c1cccnc1Cl | 1.6% | -1.5% | 3.2% | 3.1% | -4.4% | -11.2% | 19.2% | -17.8% | -2.4%
COC(=O)Cn1cnc2c(nnn2Cc2ccc(Cl)cc2)c1=O | -2.1% | -11.8% | -0.4% | -3.3% | 8.6% | -11.9% | 15.5% | -8.7% | 1.7%
CC(C)C(=O)Nc1cccc(COc2ccccc2CN(Cc2ccccc2)C(=O)OC(C)(C)C)c1 | 5.7% | 2.4% | x | 12.3% | -1.3% | -11.3% | 28.4% | u | -4.1%
CC(C)C[C@H]1CNC(=O)C(=O)N1CC1CCN(CC2CCC(C(C)(C)C)CC2)CC1 (stereo not given in full) | 10.7% | 0.1% | x | 27.6% | -18.0% | 7.9% | 32.9% | -26.6% | 1.8%
COc1ccc(C(=O)NCc2ccc3c(c2)OCO3)cc1S(=O)(=O)NCc1ccc(Cl)cc1 | -0.8%[57.1 µM] | 8.3% | 2.4% | 16.6% | -6.5% | 3.8% | -2.8%[57.1 µM] | -14.4% | -0.2%
N#Cc1nc(COc2ccc(Cl)cc2)oc1N1CCN(Cc2ccccc2)CC1 | 5.7%[57.1 µM] | 5.3% | 0.3% | 2.1% | 0.0% | 2.6% | 11.9%[57.1 µM] | -23.7% | -9.7%
